Screening results: PubChem, several laboratories
BioA inh: M. tuberculosis BioA enzyme inhibitors, primary screen, biochemical, plate reader, single point, HTS | AID 602481, 2012 | purified M. tuberculosis BioA enzyme | hit rate 0.096% among 360,000 | 7,8-diaminopelargonic acid synthase BioA (Mycobacterium tuberculosis) | inhibition, % at 9.99 µM; in the data active means inhibition above about 40%
Vc quorum ag: inducers of Vibrio cholerae quorum light production without autoinducers, primary screen, BH1578 luxS cqsA deficient, single point | V. cholerae BH1578 lux reporter, luminescence, 6 h | hit rate 0.16% among 350,000 | activation, % at 18.7 µM | AID 588436, 2011; in the data active means activation mostly above about 9.7%, no sharp cut-off; further: not every result past the cut was called active; inactives centre near 0; reference of the scale not given here
GDH-TPI counter: GDH-TPI coupling enzyme inhibitors, primary screen, artefact control for M. tuberculosis FBA inhibitor project, biochemical, absorbance, full deck | hit rate 1.2% among 360,000 | GDH-TPI coupled enzyme counterscreen, NADH absorbance | inhibition, % at 4.8 µM; in the data active means inhibition above about 30%;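 further: 0% = DMSO wells and 100% = wells lacking the enzyme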
FBA Mtb inh: Mtb FBA enzyme inhibitors, primary screen, biochemical, fluorescence, strain H37Rv; hit rate 2.3% among 360,000; Fructose-bisphosphate aldolase (Mycobacterium tuberculosis (strain ATCC 25618 / H37Rv)), …; purified M. tuberculosis FBA, fluorescence read-out; inhibition, % at 1 µM; AID 588726, 2011; in the data active means inhibition above about 27%;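 further: 0% = vehicle and 100% = reference inhibitor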
Target sequence (P9WQA3 whole entry, looked up): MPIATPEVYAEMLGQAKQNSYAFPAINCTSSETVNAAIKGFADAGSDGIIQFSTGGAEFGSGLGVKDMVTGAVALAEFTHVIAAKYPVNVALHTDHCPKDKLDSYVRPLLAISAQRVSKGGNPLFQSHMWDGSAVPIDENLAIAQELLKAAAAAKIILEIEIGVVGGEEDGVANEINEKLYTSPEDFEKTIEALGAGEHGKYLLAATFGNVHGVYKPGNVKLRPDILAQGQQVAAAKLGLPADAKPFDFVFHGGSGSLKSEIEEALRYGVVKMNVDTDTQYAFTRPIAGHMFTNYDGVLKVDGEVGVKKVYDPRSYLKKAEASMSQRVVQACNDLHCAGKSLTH
3CLpro inhibitor: SARS-CoV 3CLpro protease inhibitors, primary screen, biochemical, quenched FRET; recombinant SARS-CoV 3CLpro, quenched FRET peptide cleavage; hit rate 0.14% among 290,000; Replicase polyprotein 1ab (Severe acute respiratory syndrome coronavirus), P0C6X7; inhibition, % at 6 µM; in the data active means inhibition above about 12%
VHR inh abs: VHR1 phosphatase inhibitors, primary screen, biochemical, absorbance, uHTS. Dual specificity protein phosphatase 3 (Homo sapiens), P51452. recombinant VHR phosphatase, pNPP absorbance. inhibition, % at 13.3 µM. hit rate 0.52% among 290,000. AID 1654, 2009; in the data active means inhibition above about 50%; further: some compounds called inactive have numbers as strong as hits
Target sequence (P51452 whole entry, looked up): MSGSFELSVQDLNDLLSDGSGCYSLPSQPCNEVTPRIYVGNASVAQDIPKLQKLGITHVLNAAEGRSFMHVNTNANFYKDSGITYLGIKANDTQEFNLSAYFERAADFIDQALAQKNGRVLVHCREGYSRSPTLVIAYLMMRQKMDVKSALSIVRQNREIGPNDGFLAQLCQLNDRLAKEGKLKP
Rv3671c protease: Rv3671c serine protease inhibitors, primary screen, biochemical, fluorescence polarization, M. tuberculosis H37Rv | P9WHR9 | inhibition, % at 5.96 µM | hit rate 0.048% among 320,000; in the data active means inhibition above about 38%;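 further: extracellular domain of Rv3671c used as enzyme; 0% = enzyme with DMSO and 100% = no enzyme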
Target sequence (P9WHR9 whole entry, looked up, the tested form may be a part): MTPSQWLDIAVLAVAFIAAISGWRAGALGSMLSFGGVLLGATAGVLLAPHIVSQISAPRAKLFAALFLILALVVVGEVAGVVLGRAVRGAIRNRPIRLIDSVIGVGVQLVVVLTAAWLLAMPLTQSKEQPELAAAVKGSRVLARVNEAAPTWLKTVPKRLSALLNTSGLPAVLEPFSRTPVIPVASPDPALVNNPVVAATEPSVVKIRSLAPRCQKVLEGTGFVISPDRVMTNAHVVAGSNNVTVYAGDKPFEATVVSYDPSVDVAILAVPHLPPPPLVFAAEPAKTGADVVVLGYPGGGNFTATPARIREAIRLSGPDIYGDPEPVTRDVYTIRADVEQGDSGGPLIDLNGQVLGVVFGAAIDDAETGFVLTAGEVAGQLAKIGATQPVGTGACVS
SSB-PriA inh: inhibitors of Klebsiella pneumoniae PriA binding to SSB C-terminal tail, primary screen, biochemical, AlphaScreen; PriA–SSB C-terminal tail interaction (Klebsiella pneumoniae); AlphaScreen SSBct-PriA binding, biotinylated peptide; inhibition, % at 33 µM; hit rate 0.6% among 430,000; AID 1272365, 2023; in the data active means inhibition mostly above about 37%, no sharp cut-off; inactive means mostly below about 20%;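 further: plate controls were negative control peptide for no effect and reference peptide for full effect; strong numbers were not always called active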
UGM FP inh: M. tuberculosis UGM enzyme inhibitors, primary screen, biochemical, fluorescence polarization, single point | UDP-galactopyranose mutase (Mycobacterium tuberculosis (strain ATCC 25618 / H37Rv)), … | purified UGM, fluorescence polarization probe displacement | inhibition, % at 10 µM | hit rate 0.06% among 320,000; in the data active means inhibition above about 10%, passing the limit was not always enough
MazF activator: activators of E. coli MazEF toxin-antitoxin RNase, primary screen, biochemical, fluorescence, uHTS; hit rate 0.32% among 350,000; activation, % at 20 µM; FAM/BHQ RNA-DNA oligo cleavage fluorescence, 5 h; in the data active means activation above about 50%
Target sequence (P0AE70 whole entry, looked up): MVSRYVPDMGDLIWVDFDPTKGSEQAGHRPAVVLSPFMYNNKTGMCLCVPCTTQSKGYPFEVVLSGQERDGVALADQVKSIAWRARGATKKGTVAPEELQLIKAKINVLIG
Starred values were filed as active, the others as inactive; i = inactive; x = no result given; & = joins results of further samples. Not all compounds are listed, so the mix of outcomes need not match the whole.

SMILES	BioA inh	Vc quorum ag	GDH-TPI counter	FBA Mtb inh	3CLpro inhibitor	VHR inh abs	Rv3671c protease	SSB-PriA inh	UGM FP inh	MazF activator
NNc1nc2c(Cl)ccc(Cl)c2s1	-0.6	-0.3	9	-4	0	3	8	-2	-2.0	0
Cc1ccc(C(=O)NCC(=O)N2CCCCCCC2)cc1C	-2.7	i	2	7	x	x	2	-9	-3.4	-2
Cc1c(C(=O)OC(C)C)[nH]c2c1C(=O)CC(C)(C)C2	-0.8	-7.1	1	1	-4	20	1	3	0.6	-6
COc1ccc(CCNC(=O)CSc2nnc(-c3ccccc3)c3ccccc23)cc1OC	-5.8	i	3	3	-6	-10	-3	3	-0.1	1
O=C(NCCN1CCN(Cc2ccc([N+](=O)[O-])cc2)CC1)C(=O)Nc1ccccc1	-4.4	-1.8	5	0	0	10	1	1	0.1	5
COC(=O)Cn1cc(/C=C2\C(=O)NC(=O)N(c3ccccc3)C2=O)c2ccccc21	-4.9	-0.2	2	0	2	-4	-7	-8	7.6	-319
COc1ccc(OCC(=O)N2CCN(C(=O)c3cccs3)CC2)cc1	3.4	i	12	2	2	-5	-3	-21	-2.5	4
N#Cc1ccc(Cn2c(=O)c(C#N)c3n(c2=O)CCC3)cc1	2.5	-1.3	-10	-2	-5	-9	2	12	1.4	-1
COC(=O)C1CCCCN1C(=O)c1ccc2oc(Cc3ccccc3)nc2c1 (configuration not stated)	13	-0.9	-2	-1	2	13	x	-8	-0.6	0
COc1cccc(OC)c1NC(=O)c1nc2c(nnn2Cc2ccccc2Cl)c(=O)[nH]1	0.9	-0.2	7	1	0	2	8	-5	2.9	-1
Cc1c(Cl)cccc1NC(=O)CSC(C)c1nc2ccccc2c(=O)[nH]1 (configuration not stated)	-1.5	i	-2	2	-1	10	0	-11	-2.6	0
CCC(C)c1ccc(OCCn2ccnc2)cc1 (configuration not stated)	0.3	-0.8	-4	0	-4	-13	-5	10	1.2	1
COC(=O)c1ccc(Cn2cnc3c(cnn3-c3ccc(F)cc3)c2=O)o1	x	i	-3	0	-7	19	-10	-12	0.9	4
O=C(OCC(=O)N1CCCCCC1)c1cccnc1Cl	-0.2	-0.8	-8	2	x	x	-7	-5	2.1	5
COc1ccc(OC)c(NC(=O)CCc2nnc3ccc(NCc4ccco4)nn23)c1	6.5	0.2	-4	0	-1	39	5	-17	-3.5	4
O=C(O)CCC(=O)N1CCc2cc(S(=O)(=O)N3CCCCC3)ccc21	-0.6	-0.4	4	0	-3	19	-3	-19	4.1	0
CCOC(=O)N1CCN(c2nc(SC)nc3sc4c(c23)CC(C)(C)OC4)CC1	-1.8	i	8	10	x	-5	-5	-7	0.1	3
Nc1ccc2ncccc2c1	x	0.9	1	2	-3	-16	-1	11	-2.9	1
Cc1ccc(C2C3CN(C(C)C)CC=C3C(C#N)=C(N)C2(C#N)C#N)cc1 (configuration not stated)	-11	-14	17	27	x	17	6	-3	2.4	156*
COc1ccc(N2CC(C(=O)N(CC(C)C)c3c(N)n(Cc4ccccc4)c(=O)[nH]c3=O)CC2=O)c(OC)c1 (configuration not stated)	x	i	0	1	x	x	5	13	1.1	6

Just GDH-TPI counter and Rv3671c protease, for 3 of the compounds above:
smiles	GDH-TPI counter	Rv3671c protease
COc1ccc(OC)c(NC(=O)CCc2nnc3ccc(NCc4ccco4)nn23)c1	-4	5
O=C(O)CCC(=O)N1CCc2cc(S(=O)(=O)N3CCCCC3)ccc21	4	-3
CCOC(=O)N1CCN(c2nc(SC)nc3sc4c(c23)CC(C)(C)OC4)CC1	8	-5

Laid out differently: results already given.
The line under a structure holds: BioA inh | Vc quorum ag | GDH-TPI counter | FBA Mtb inh | 3CLpro inhibitor | VHR inh abs | Rv3671c protease | SSB-PriA inh | UGM FP inh | MazF activator
- CCOC(=O)N1CCN(c2nc(SC)nc3sc4c(c23)CC(C)(C)OC4)CC1
→ -1.8 | i | 8 | 10 | x | -5 | -5 | -7 | 0.1 | 3
- CCC(C)c1ccc(OCCn2ccnc2)cc1 (configuration not stated)
→ 0.3 | -0.8 | -4 | 0 | -4 | -13 | -5 | 10 | 1.2 | 1

(list continues)
SMILES	BioA inh	Vc quorum ag	GDH-TPI counter	FBA Mtb inh	3CLpro inhibitor	VHR inh abs	Rv3671c protease	SSB-PriA inh	UGM FP inh	MazF activator
Cc1ccc(-n2nnc3c(=O)n(CC(=O)NCc4ccco4)cnc32)cc1	-1.6	-0.2	7	-3	-2	4	-11	-9	1.0	0
O=c1[nH]c(C2CCN(S(=O)(=O)c3ccc(S(=O)(=O)NC4CC4)cc3)CC2)nc2c1nnn2Cc1ccc(F)cc1	-0.1	-0.1	-3	4	6	59*	-12	8	-2.4	-3
COc1ccc2c(c1)OC(O)(C(F)F)CC2=O (configuration not stated)	-1.3	-0.6	8	3	-3	-8	1	-11	-4.8	-1
C=CC(C)(C)c1[nH]cnc1/C=C1\NC(=O)C(C(C)C)NC1=O (configuration not stated)	-1.0	-0.3	32*	5	x	14	3	-10	-3.5	5
C/C(=C\c1ccco1)CN1CCN(Cc2ccc(C)o2)C(CCO)C1 (configuration not stated)	x	0.7	-1	2	-2	10	0	10	0.2	2
O=C(CC12CC3CC(C1)CC(CC(=O)NC1=NCCS1)(C3)C2)NC1=NCCS1	-1.8	i	1	1	1	24	x	-6	x	3
O=C(CCS(=O)(=O)Cc1ccccc1)Nc1ccc2c(c1)OCCO2	x	1.4	-2	0	-2	15	2	0	1.0	5
O=C(NC(Cc1c[nH]c2ccccc12)C(=O)N/N=C/c1cccc2ccccc12)c1cccs1 (configuration not stated)	x	-0.2	16	4	5	13	-142	x	-0.1	4
Cc1cccc(NC(=S)NN2CCOCC2)c1C	x	i	-3	2	13*	-21	-3	-14	-0.2	3
COCC(C)NC(=O)c1ccc(Cl)c(Cl)c1 (configuration not stated)	1.3	11	2	-4	0	4	-1	-7	-1.3	4
COC(=O)Nc1ccc2c(c1)N(C(=O)CCN1CCN3CCCC3C1)c1ccccc1S2 (configuration not stated)	2.5	i	17	-2	2	30	4	2	-1.3	-2
CN(C(=S)Nc1ccc(SC(F)F)cc1)C(c1ccccc1)c1ccccc1	0.1	-0.7	-2	0	-1	-10	-21	-3	0.2	12
Cc1ccc(S(=O)(=O)NCCNC(=O)CN2CCCC2)cc1	-0.7	i	7	4	5	13	1	-5	2.1	7
Cc1cc2occ(CC(=O)N(CCC(C)C)c3c(N)n(Cc4ccccc4)c(=O)[nH]c3=O)c2cc1C	0.9	-14	4	3	x	x	-2	-9	-1.1	-25
COc1cccc(-c2nc3ccc([N+](=O)[O-])cc3o2)c1	x	-3.1	6	0	0	18	-1	1	-0.1	2
Cc1ccc(S(=O)(=O)N2CCN(Cc3nc4ccccc4[nH]3)CC2)cc1C	1.8	x	-3	0	2	31	6	-15	-3.6	4
COc1cc(C2SCC(=O)Nc3c2c(=O)[nH]n3C2CCCCCC2)cc(OC)c1OC (configuration not stated)	x	-0.7	-1	-1	-1	32	15	-7	-1.5	0
CSc1sc(C)cc1C1C(C#N)=C(N)N(c2cccnc2)C2=C1C(=O)CCC2 (configuration not stated)	x	0.9	18	5	0	34	-2	10	-3.4	-5
COc1ccc(C(CCN(Cc2ccc(OC)c(OC)c2)C(C)=O)c2ccccc2)cc1 (configuration not stated)	x	2.5	-5	-3	-1	14	-4	2	-2.6	-10
COc1ccc2cc3cc(C(=O)Nc4cc(OC)c(OC)c(OC)c4)oc3nc2c1	0.2	i	23	1	1	18	-2	-10	2.2	-3
COC(=O)c1onc(-c2c(C)cc(C)cc2C)c1C(=O)OC	-1.1	i	2	-3	8	17	5	-32	-1.5	-5
Cc1c(C(=O)NCc2ccccc2C(F)(F)F)sc(=O)n1Cc1ccc(Cl)c(Cl)c1	-1.4	i	11	-1	x	x	x	x	x	x
CC(C)Cn1c(N)c(C(=O)COC(=O)c2cc(C(F)(F)F)nc3c(C(F)(F)F)cccc23)c(=O)n(C)c1=O	x	x	x	x	-1	12	0	x	1.4	x
Cc1cc(C)cc(NC(=O)c2cccn2-c2ncc(C(F)(F)F)cc2Cl)c1	x	i	9	-3	5	31	-18	6	-2.3	-7
CC(C)(C)C(=O)OCc1nc(-c2ccc3c(c2)OCCO3)cs1	-0.9	i	-8	-1	-2	-13	-2	-11	-1.5	-4
CCCN1C2CCCC1CC(NC(=S)Nc1cc(C)ccc1C)C2 (configuration not stated)	1.2	-0.3	-5	4	-3	3	-1	-12	-3.0	12
N#Cc1cc(Nc2c(N)nc[nH]c2=O)c([N+](=O)[O-])cc1C#N	x	i	7	-5	-1	2	5	-8	-1.7	-22
Clc1nc(-c2cccnc2)nc2scc(-c3ccccc3)c12	x	i	14	-6	5	-5	-11	-9	-3.1	-10
O=S(=O)(NCc1cccnc1)c1ccc(Cl)s1	0.4	6.7	9	-2	-2	7	-1	-15	-2.7	6
COc1ccc(OC)c(S(=O)(=O)N2CCC(C(=O)N3CCCCCC3)CC2)c1	1.0	i	17	4	-2	-3	-3	-5	2.5	2
CCCCN(C)C(=O)c1nc2ccccn2c1CN1CCN(C/C=C/c2ccccc2)CC1	x	-0.3	-2	-1	3	8	2	-12	0.7	0
NC(=O)C1CCN(C(=O)c2ccc(NS(=O)(=O)/C=C/c3ccccc3)cc2)CC1	-1.7	i	13	2	x	x	x	x	x	1
Cc1cc(-c2ccccc2)nc2cc(C(=O)N(Cc3ccccc3)Cc3ccccc3)nn12	-1.7	-12	-5	11	3	30	-14	-36	2.2	-15
Cn1c(N)c(N2CCCCC2)c(=O)n(CC(=O)Nc2ccc(Cl)c(Cl)c2)c1=O	x	i	3	-1	7	13	3	6	-1.1	-1
COc1ccc(C(=O)Nc2ccc(NC(=O)c3cccs3)cn2)cc1	x	-0.3	5	-1	1	12	-11	0	0.4	3
O=C(CSc1nnc(NC(=O)c2cccc(Br)c2)s1)NCC1CCCO1 (configuration not stated)	-4.1	i	23	3	-7	-2	-10	5	1.4	2
COCCNC(=O)C(NC(=O)C1CCC(C)CC1)C(C)C (configuration not stated)	0.1	3.7	16	2	5	13	3	4	-0.1	-6
C[C@@H]1CN([C@@H](C)CO)C(=O)CCCn2nncc2CO[C@@H]1CN(C)S(=O)(=O)c1ccc(Oc2ccccc2)cc1	1.1&-1.0&-0.1	1.1	3	-3	x	x	x	x	x	8
COc1ccc(C(=O)Nc2cccc(C(C)=O)c2)c(OC)c1OC	-0.3	0.3	-10	-3	-2	33	-4	-8	1.6	5
Cc1c(C(=O)O)sc2nc3n(c(=O)c12)CCCCC3	0.1	i	-1	4	-1	7	4	-11	0.6	2
O=C(Nc1ccc(C(=O)OC[C@@H]2CCCN3CCCC[C@H]23)cc1)c1cccc(Br)c1	x	-0.2	8	4	4	-3	3	-3	0.3	19
O=C(CNC(=O)c1cccs1)c1ccc(Br)cc1	0.0	-6.2	3	-8	4	-14	0	0	-4.8	5
Nc1nnc(SCC(=O)NCCOc2ccccc2)s1	0.3	-3.4	-5	-4	0	9	-2	2	-3.4	1
COc1ccccc1OCCOc1ccc(/C=C2\C(=N)N3N=C(C)SC3=NC2=O)cc1	0.0	-0.7	11	2	4	59*	-13	-3	-0.4	6
